# Screening results deposited in PubChem BioAssay by several laboratories.
# PrPC surface inh: inhibitors of human cell surface prion protein PrPC, primary screen, cell-based, TR-FRET. TR-FRET read-out. inhibition, % at 13.8 µM. 370,000 compounds, 0.43% hits. AID 720596, 2013; in the data active = inhibition above about 24%; also: 0% = median of the test wells and 100% = reference compound wells
# MazF activator: activators of E. coli MazEF toxin-antitoxin RNase, primary screen, biochemical, fluorescence, uHTS; 350,000 compounds, 0.32% hits; FAM/BHQ RNA-DNA oligo cleavage fluorescence, 5 h; activation, % at 20 µM; Endoribonuclease toxin MazF (Escherichia coli (strain K12)), P0AE70; in the data active = activation above about 50%
# Target sequence (P0AE70 whole entry, looked up): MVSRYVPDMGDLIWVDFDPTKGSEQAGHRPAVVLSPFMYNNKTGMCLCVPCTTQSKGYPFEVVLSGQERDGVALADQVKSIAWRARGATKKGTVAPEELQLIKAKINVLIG
# CCHFV vOTU inh: CCHFV vOTU protease inhibitors, primary screen, biochemical, Pep-AMC substrate, fluorescence. inhibition, % at 11.5 µM. 370,000 compounds, 0.55% hits; in the data active = inhibition above about 30%; also: 0% = vehicle wells with enzyme and 100% = no enzyme wells
# BH1578 lux ind: inducers of Vibrio cholerae quorum light production without autoinducers, primary screen, BH1578 luxS cqsA deficient, single point. V. cholerae BH1578 lux reporter, luminescence, 6 h. activation, % at 18.7 µM. 350,000 compounds, 0.16% hits; in the data active = activation mostly above about 9.7%, no sharp cut-off; also: not every result past the cut was called active; inactives centre near 0; reference of the scale not given here
# VHR inh abs: VHR1 phosphatase inhibitors, primary screen, biochemical, absorbance, uHTS; Dual specificity protein phosphatase 3 (Homo sapiens), P51452; recombinant VHR phosphatase, pNPP absorbance; inhibition, % at 13.3 µM; 290,000 compounds, 0.52% hits; AID 1654, 2009; in the data active = inhibition above about 50%; also: some compounds called inactive have numbers as strong as hits
# Target sequence (P51452 whole entry, looked up): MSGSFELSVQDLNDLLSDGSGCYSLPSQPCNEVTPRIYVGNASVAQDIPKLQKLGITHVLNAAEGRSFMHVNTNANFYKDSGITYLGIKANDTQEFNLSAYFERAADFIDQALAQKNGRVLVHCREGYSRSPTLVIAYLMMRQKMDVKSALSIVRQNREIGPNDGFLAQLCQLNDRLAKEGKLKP
# SARS 3CLpro inh: SARS-CoV 3CLpro protease inhibitors, primary screen, biochemical, quenched FRET | Replicase polyprotein 1ab (Severe acute respiratory syndrome coronavirus), P0C6X7 | recombinant SARS-CoV 3CLpro, quenched FRET peptide cleavage | inhibition, % at 6 µM | 290,000 compounds, 0.14% hits; in the data active = inhibition above about 12%
# SSB-PriA inh: inhibitors of Klebsiella pneumoniae PriA binding to SSB C-terminal tail, primary screen, biochemical, AlphaScreen; PriA–SSB C-terminal tail interaction (Klebsiella pneumoniae); AlphaScreen SSBct-PriA binding, biotinylated peptide; inhibition, % at 33 µM; 430,000 compounds, 0.6% hits; in the data active = inhibition mostly above about 37%, no sharp cut-off; inactive = mostly below about 20%;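 also: plate controls were negative control peptide for no effect and reference peptide for full effect; strong numbers were not always called active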
# Y pestis TopoI: Yersinia pestis topoisomerase I inhibitors, primary screen, biochemical, cleavage product accumulation, plate reader, single point; DNA topoisomerase I (Yersinia pestis CO92); Y. pestis Topo-I cleavage product accumulation; activity, % at 10 µM; 360,000 compounds, 0.064% hits; AID 504884, 2011; in the data active = activity above about 50%, passing the limit was not always enough; also: inactives centre near 2
# TcdB GH inh: TcdB glycohydrolase inhibitors, primary screen, biochemical, single point, plate reader; Toxin B (Clostridioides difficile), P18177; TcdB glycohydrolase enzymatic assay; inhibition, % at 9.99 µM; 350,000 compounds, 0.24% hits; AID 652162, 2013; in the data active = inhibition above about 10%
# Rv3671c inh: Rv3671c serine protease inhibitors, primary screen, biochemical, fluorescence polarization, M. tuberculosis H37Rv | P9WHR9 | inhibition, % at 5.96 µM | 320,000 compounds, 0.048% hits | AID 2606, 2010; in the data active = inhibition above about 38%;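 also: extracellular domain of Rv3671c used as enzyme; 0% = enzyme with DMSO and 100% = no enzyme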
# Target sequence (P9WHR9 whole entry, looked up, the tested form may be a part): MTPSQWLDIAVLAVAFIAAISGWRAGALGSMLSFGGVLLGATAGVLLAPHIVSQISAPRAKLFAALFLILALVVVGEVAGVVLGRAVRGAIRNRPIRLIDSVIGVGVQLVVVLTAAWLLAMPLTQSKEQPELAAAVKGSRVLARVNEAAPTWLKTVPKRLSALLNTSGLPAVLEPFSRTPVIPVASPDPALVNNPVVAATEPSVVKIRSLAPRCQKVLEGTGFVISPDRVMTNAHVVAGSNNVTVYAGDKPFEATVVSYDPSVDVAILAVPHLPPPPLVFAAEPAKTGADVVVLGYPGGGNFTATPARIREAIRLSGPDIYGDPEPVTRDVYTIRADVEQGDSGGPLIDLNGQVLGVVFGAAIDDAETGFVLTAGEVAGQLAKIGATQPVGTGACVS
# * marks the source's active call; other numbers are inactive results; i = inactive; x = no result given; & = joins results of further samples.
1: O=C(CNS(=O)(=O)c1ccccc1)N/N=C/c1ccc(O)cc1
2: O=C(OCC(=O)N1CCOCC1)c1ccccc1Cc1ccccc1
3: COc1ccc(Cl)cc1C(=O)Nc1ccc(CN2CCCCC2)cc1
4: CCCC(=O)N1CCCC1(C)C(=O)Nc1cc(OC)ccc1OC (stereo unspecified)
5: CCCOc1ccc(CC(=O)NCCc2ccccc2)cc1OC
6: CCCOc1ccc(/C=C/c2[nH]c(=O)[nH]c(=O)c2[N+](=O)[O-])cc1OCC
7: CCC1CCC2(CC1)NC(=O)N(CC(=O)Nc1ccc(OC)c(Cl)c1)C2=O (stereo unspecified)
8: CC(=O)N1CCN(C(=O)c2ccc(Cl)c(S(=O)(=O)N3CCc4ccccc43)c2)CC1

entry no.,1,2,3,4,5,6,7,8
PrPC surface inh,4,-6,-4,-5,2,-5,14,-3
MazF activator,12,2,20,x,4,0,-8,2
CCHFV vOTU inh,-2,25,-13,-3,-9,-5,3,7
BH1578 lux ind,i,0.6,-0.3,i,i,-2.4,3.1,-0.3
VHR inh abs,11,28,-8,x,-10,4,x,x
SARS 3CLpro inh,5,-1,1,x,-1,3,x,x
SSB-PriA inh,x,4,-4,x,-8,-8,-21,1
Y pestis TopoI,-7,-9,4,0,-7,-2,-6,10
TcdB GH inh,14*,1.4,1.0,-0.3,-6.4,-0.1,1.8,1.1
Rv3671c inh,2,1,-5,x,9,4,-1,4

9: Cc1cc(C(=O)NNC(=O)/C=C/c2ccccc2Cl)c(C)o1
10: CC(C)(C)NC(=O)C1Cc2ccccc2CN1C(=O)Nc1cccc(Cl)c1 (stereo unspecified)
11: COc1ccc(CN(CCCN2CCOCC2)S(=O)(=O)N(C)C)cc1OC
12: COC(=O)CCCCC1SCC(NC(=O)c2ccccc2)C1OC(C)=O (stereo unspecified)
13: Cc1nnc(SCC(=O)Nc2ccc(S(=O)(=O)Nc3ccc(Cl)nn3)cc2)s1
14: COC(=O)CN(c1ccc(OC)cc1OC)S(=O)(=O)c1ccccc1[N+](=O)[O-]
15: CN1C(=O)/C(=C/c2ccccc2OCc2ccc(C(=O)O)cc2)NC1=S
16: CC1CCN(CCCNC(=O)CCNC(=O)Cn2cnc3ccccc3c2=O)CC1

entry no.,9,10,11,12,13,14,15,16
PrPC surface inh,-1,6,0,6,0,-2,6,3
MazF activator,2,113*,10,7,-3,2,-1,5
CCHFV vOTU inh,0,8,6,-1,1,-12,-14,17
BH1578 lux ind,-0.4,-0.3,-0.5,-2.0,-0.1,i,-0.3,-0.3
VHR inh abs,-14,13,25,11,-13,26,5,26
SARS 3CLpro inh,3,-5,-2,-2,-2,3,5,0
SSB-PriA inh,-19,-21,-5,-9,0,-2,11,-7
Y pestis TopoI,-5,0,-4,11,5,-7,5,-5
TcdB GH inh,0.2,x,x,-1.1,1.7,1.9,1.9,-0.9
Rv3671c inh,0,2,-1,0,x,6,-1,11

17: Cc1cc(S(=O)(=O)NC2CCN(Cc3ccccc3)CC2)c(C)cc1Cl
18: O=S(=O)(N/N=C\c1cccc(F)c1)c1ccccc1
19: COc1cc2c(cc1OC)C(NC(=O)c1ccc(C)cc1)CC2=O (stereo unspecified)
20: CC(C)C1Cc2c(sc3ncnc(NN)c23)CO1 (stereo unspecified)
21: C[C@@H]1NC(=O)[C@H](CCCN=C(N)N)NC(=O)c2cc([N+](=O)[O-])cc(I)c2NCCC[C@@H](C(N)=O)NC1=O
22: Cc1noc(C)c1NC(=O)Nc1ccc2c(c1)C(=O)N([C@H](C)CO)C[C@@H](C)[C@@H](CN(C)S(=O)(=O)c1cn(C)cn1)OCCCC[C@H](C)O2
23: C=CC(=O)NCNC(=O)C=C
24: CCOC(=O)N1CCN(C(=O)CNC(=O)c2nn(-c3ccc(OC)cc3OC)c(=O)c3ccccc23)CC1

entry no.,17,18,19,20,21,22,23,24
PrPC surface inh,0,-7,-3,-9,-13,-1,-5,3
MazF activator,2,2,6,-2,7,-2,8,2
CCHFV vOTU inh,-2,-7,-9,7,2,-7,-3,20
BH1578 lux ind,-0.7,-1.9,-8.3,0.6,-0.5,-0.2,-0.4,-0.3
VHR inh abs,18,14,7,x,20,x,x,41
SARS 3CLpro inh,-3,2,2,-2,-3,x,x,-1
SSB-PriA inh,8,x,-7,46*,9,x,8,-2
Y pestis TopoI,17,18,-2,-1,-4,7,-3,15
TcdB GH inh,-0.6,0.3,0.3,-0.1,1.8,0.3&-1.1,0.6,-2.7
Rv3671c inh,8,6,2,0,-3,x,4,-5

# Five entries from above, as tab-separated lines:
No.	SMILES	PrPC surface inh	MazF activator	CCHFV vOTU inh	BH1578 lux ind	VHR inh abs	SARS 3CLpro inh	SSB-PriA inh	Y pestis TopoI	TcdB GH inh	Rv3671c inh
3	COc1ccc(Cl)cc1C(=O)Nc1ccc(CN2CCCCC2)cc1	-4	20	-13	-0.3	-8	1	-4	4	1.0	-5
4	CCCC(=O)N1CCCC1(C)C(=O)Nc1cc(OC)ccc1OC (stereo unspecified)	-5	x	-3	i	x	x	x	0	-0.3	x
5	CCCOc1ccc(CC(=O)NCCc2ccccc2)cc1OC	2	4	-9	i	-10	-1	-8	-7	-6.4	9
6	CCCOc1ccc(/C=C/c2[nH]c(=O)[nH]c(=O)c2[N+](=O)[O-])cc1OCC	-5	0	-5	-2.4	4	3	-8	-2	-0.1	4
7	CCC1CCC2(CC1)NC(=O)N(CC(=O)Nc1ccc(OC)c(Cl)c1)C2=O (stereo unspecified)	14	-8	3	3.1	x	x	-21	-6	1.8	-1

# Continued:
25: CCN1C(=C(C#N)C#N)C=Cc2cc(C)ccc21
26: CC1(C)C=Cc2c(c3ccccc3[nH]c2=O)O1
27: COc1cccc(C(=O)O/N=C(\N)c2ccccn2)c1
28: O=C(COc1ccccc1)NCCSCc1ccc(Cl)cc1
29: O=C1NC(=O)C(CCc2ccncc2)(CCc2ccncc2)C(=O)N1CCc1ccc(F)cc1
30: O=C(C(c1ccccc1)C(O)c1ccccc1)N1CCOCC1 (stereo unspecified)
31: O=C(NCCc1ccccc1)C1CC(c2ccccc2O)=NO1 (stereo unspecified)
32: CN(C)c1ccc(NC(=O)Nc2ccc3c(c2)nnn3C)cc1

entry no.,25,26,27,28,29,30,31,32
PrPC surface inh,-13,2,3,1,-9,-6,-2,12
MazF activator,42,-3,-1,-7,3,15,-6,7
CCHFV vOTU inh,6,4,6,8,7,9,1,6
BH1578 lux ind,0.1,1.9,i,-0.2,-2.2,-0.8,-0.9,0.7
VHR inh abs,6,15,-7,-5,12,x,0,72
SARS 3CLpro inh,3,0,3,6,0,x,1,-4
SSB-PriA inh,-3,-11,i,-3,4,-14,-14,-8
Y pestis TopoI,1,0,-19,16,-10,-7,-1,-9
TcdB GH inh,0.8,x,0.6,x,0.0,1.9,x,-0.4
Rv3671c inh,6,1,4,1,5,x,0,5

33: COc1ccc(CC(=O)N[C@@H]2c3cc(OC)c(OC)cc3C[C@H]2OCc2ccccc2)cc1
34: CCOC(=O)N1CC(C)N(CC(O)CN2CCOCC2)CC1C (stereo unspecified)
35: Cc1cccc(-c2cc3nc(C)cc(N4CC(C)CC(C)C4)n3n2)c1 (stereo unspecified)
36: Cc1[nH]nc(NNC(=O)c2ccccc2)c1[N+](=O)[O-]
37: CCCn1c(SCC(=O)NC(=O)NC(C)(C)C)n[nH]c1=O
38: O=C(NC(=S)Nc1ccc2[nH]c(=O)[nH]c2c1)c1cc(Br)ccc1Cl
39: Cc1ccc(N2C(=O)/C(=C\c3ccco3)SC2=S)cc1
40: CC(=O)Nc1ccc(S(=O)(=O)N2CCc3ccccc3C2)cc1

entry no.,33,34,35,36,37,38,39,40
PrPC surface inh,5,-2,1,-13,9,-2,1,-4
MazF activator,-1,-9,2,-1,-13,3,5,10
CCHFV vOTU inh,15,-13,7,5,4,22,-5,10
BH1578 lux ind,i,-5.9,-0.7,-0.4,-0.3,-0.6,-0.3,i
VHR inh abs,x,x,0,25,-4,-19,6,-2
SARS 3CLpro inh,x,x,-1,0,-1,-3,-4,0
SSB-PriA inh,-12,-3,-20,-12,-6,-7,15,0&-17
Y pestis TopoI,25,-5,-2,4,-3,5,-4,11
TcdB GH inh,2.0,-4.8,x,-1.7,0.8,0.7,x,x
Rv3671c inh,x,x,-1,2,1,1,-6,4

41: COc1ccc(CNC(=O)c2ccccc2SCC(=O)NCc2ccco2)cc1
42: CC12CCC(=O)N1C(C(=O)Nc1ccccc1F)CS2 (stereo unspecified)
43: O=C(N/C(=C/c1cccnc1)C(=O)N1CCCCCC1)c1ccccc1
44: CC(C)c1ccc(/C=C/C(=O)Nc2ccc(CN3CCOCC3)cc2)cc1
45: O=c1[nH]c2ccc(Br)cc2o1
46: CCn1cnc2c1c(=O)n(Cc1ccc(C(=O)OC)cc1)c(=O)n2Cc1ccccc1
47: CC(c1ccc(O)cc1)(c1ccc(O)cc1)c1ccc(CCBr)cc1
48: C#CCOCCOCCOCCNc1nc(N2CCN(C(=O)[C@H](CCCN=C(N)N)n3cc(C(N)[C@@H](C)CC)nn3)CC2)nc(N2CCN(C(=O)[C@H](CO)n3cc([C@@H](N)C(C)C)nn3)CC2)n1 (stereo partly specified)

entry no.,41,42,43,44,45,46,47,48
PrPC surface inh,5,-10,3,10,1,6,-2,-9
MazF activator,4,3,10,5,8,9,13,10
CCHFV vOTU inh,-2,5,9,-10,5,-8,-13,-4
BH1578 lux ind,i,i,i,-1.2,i,3.3,i,i
VHR inh abs,x,x,22,0,x,8,4,x
SARS 3CLpro inh,x,x,5,-2,x,-1,-1,x
SSB-PriA inh,-2,-11,8,1,9,-13,-4,-2
Y pestis TopoI,2,1,-5,-4,8,6,-14,-12
TcdB GH inh,-1.2,1.4,-1.2,-8.5,0.8,0.5,-1.0,2.3
Rv3671c inh,3,-3,5,-9,x,-2,-6,-6

49: Cc1ccc(CN2CCN(Cc3cn[nH]c3C3CCCCC3)CC2CCO)cc1 (stereo unspecified)
50: CCOc1ccc(S(=O)(=O)NCc2cccs2)cc1C(C)C
51: Cc1ccc(C(=O)OCC(=O)N(C)C2CCS(=O)(=O)C2)cc1S(=O)(=O)N1CCOCC1 (stereo unspecified)
52: CC1(C)CC(CCC(=O)Nc2ccccc2Cl)C(=O)O1 (stereo unspecified)
53: CCN(CC)C(=O)N1CCN(Cc2ccc3c(c2)OCO3)CC1
54: COc1ccc(CCN=C(N)NS(=O)(=O)c2ccc3ccccc3c2)cc1
55: COC(=O)N/N=C/c1cc(Cl)cc(Cl)c1OCc1ccccc1F
56: CC1CCN(c2ccc(/C=N/n3nnnc3N)cc2[N+](=O)[O-])CC1

entry no.,49,50,51,52,53,54,55,56
PrPC surface inh,-4,-2,1,x,8,-2,9,1
MazF activator,2,3,-4,7,-12,4,10,9
CCHFV vOTU inh,5,20,-4,x,-5,10,-16,8
BH1578 lux ind,4.2,0.7,i,i,-5.6,i,3.4,i
VHR inh abs,52*,x,x,3,-13,-1,12,44
SARS 3CLpro inh,-3,x,x,5,2,9,0,2
SSB-PriA inh,0,-12,-22,-12,1,-7,x,x
Y pestis TopoI,26,32,7,-2,0,20,7,17
TcdB GH inh,0.0,1.2,1.2,2.6,0.8,x,x,x
Rv3671c inh,0,x,-1,2,2,-15,-10,4

# This is a subset, so the mix of outcomes need not match the whole.
